Assay outcomes as filed in PubChem.
CSN inh: inhibitors of CSN-mediated cullin deneddylation, primary screen, biochemical, fluorescence polarization, uHTS. actives 0.38% (n = 360,000). Purified CSN, SCF-Nedd8-OG deneddylation. inhibition, % at 12.5 µM. COP9 signalosome complex subunit 5 (Homo sapiens), Q92905;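 active = pattern-corrected inhibition above about 35%, with an unprinted fluorescence ratio check between 0.5 and 1.5, limit read from the data, passing the limit was not always enough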;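 also: 0% = enzyme with substrate and 100% = substrate without enzyme; some results filed as inactive read as strong as hits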
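test system = HEK293T-derived human Csn5 enzyme | amount = 0.24 nM Csn5 enzyme, final concentration | medium = Tris/NaCl/DTT buffer, pH 7.5 | schedule = 90 min reaction at room temperature | signal = FP | evaluation = inhibition of Csn5 cleavage, % | compound dosing = single dose of 12.5 µM compound with 0.25% DMSO | probe or stimulus = 10 nM SCFSkp2-Nedd8OG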
MsrA act: bovine MsrA enzyme activators, primary screen, biochemical, absorbance, HTS; Methionine sulfoxide reductase A (Bos taurus); purified bovine MsrA, absorbance read-out; activation, % at 10.6 µM; actives 0.3% (n = 360,000); in the data active = activation above about 7.5%;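 also: 0% = vehicle and 100% = reference activator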
E coli Lon inh: inhibitors of E. coli Lon protease, primary screen, biochemical, fluorescence polarization | AID 602123, 2011 | inhibition, % at 7.94 µM | actives 0.42% (n = 360,000) | purified E. coli Lon protease; in the data active = inhibition above about 13%, passing the limit was not always enough;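 also: 0% = enzyme with probe and DMSO and 100% = no enzyme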
FAS-TE inh: FAS thioesterase domain inhibitors, primary screen, biochemical, fluorescence intensity, uHTS; actives 0.67% (n = 360,000); Fatty acid synthase (Homo sapiens), P49327; recombinant FAS-TE, OMFH fluorogenic substrate, fluorescence endpoint; inhibition, % at 15 µM;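 active = compounds whose normalised, plate-corrected inhibition of enzyme fluorescence in the single-dose primary screen is 50% or more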;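 also: 0% = DMSO with enzyme and 100% = substrate without enzyme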
MT1-MMP act inh: blockers of MT1-MMP proenzyme processing, primary screen, HT1080 RFP-PRO-GFP cells, GFP/RFP fluorescence; Matrix metalloproteinase-14 (Homo sapiens), P50281; GFP/RFP ratio fluorescence, overnight; percent of plate control window, DMSO zero; GFP/RFP ratio change, % at 20 µM; actives 0.061% (n = 360,000); AID 651647, 2012;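 active = GFP/RFP ratio change of at least 30% with cell ATP level not reduced by more than half and red fluorescence within 50% of control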; also: strong numbers were not always called active
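Compound: 20 µM single dose, 1% DMSO / System: HT1080 RFP-PRO-GFP cells / Controls: DMSO and RFP-L50D-GFP cell wells / Read-out basis: GFP/RFP fluorescence ratio / Schedule: overnight compound exposure at 37 °C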
MsrA inh: bovine MsrA enzyme inhibitors, primary screen, biochemical, absorbance, HTS | AID 651718, 2012 | purified bovine MsrA, absorbance read-out | inhibition, % at 15.5 µM | actives 0.75% (n = 360,000); in the data active = inhibition above about 4.5%;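 also: 0% = vehicle wells with enzyme and 100% = reference inhibitor wells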
Rpn11 block: Rpn11 (PSMD14) deubiquitinase inhibitors, primary screen, biochemical, fluorescence polarization, uHTS; 26S proteasome non-ATPase regulatory subunit 14 (Homo sapiens), O00487; human 26S proteasome, Ub4-pepOG fluorescence polarization; 20S core pre-blocked with epoxomicin; calls only at 20 µM; actives 0.59% (n = 360,000);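 active = inhibition at 20 µM, scaled to each plate's controls, above about 33%, limit read from the data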
Rin1-Abl PPI inh: inhibitors of Rin1-Abl protein binding, primary screen, biochemical, TR-FRET. Tyrosine-protein kinase ABL1 (Homo sapiens) + Ras and Rab interactor 1 (Homo sapiens), …. inhibition, % at 7.35 µM. actives 0.4% (n = 360,000). AID 588664, 2011; in the data active = inhibition above about 5%, passing the limit was not always enough
Target sequence (P00519 whole entry, looked up): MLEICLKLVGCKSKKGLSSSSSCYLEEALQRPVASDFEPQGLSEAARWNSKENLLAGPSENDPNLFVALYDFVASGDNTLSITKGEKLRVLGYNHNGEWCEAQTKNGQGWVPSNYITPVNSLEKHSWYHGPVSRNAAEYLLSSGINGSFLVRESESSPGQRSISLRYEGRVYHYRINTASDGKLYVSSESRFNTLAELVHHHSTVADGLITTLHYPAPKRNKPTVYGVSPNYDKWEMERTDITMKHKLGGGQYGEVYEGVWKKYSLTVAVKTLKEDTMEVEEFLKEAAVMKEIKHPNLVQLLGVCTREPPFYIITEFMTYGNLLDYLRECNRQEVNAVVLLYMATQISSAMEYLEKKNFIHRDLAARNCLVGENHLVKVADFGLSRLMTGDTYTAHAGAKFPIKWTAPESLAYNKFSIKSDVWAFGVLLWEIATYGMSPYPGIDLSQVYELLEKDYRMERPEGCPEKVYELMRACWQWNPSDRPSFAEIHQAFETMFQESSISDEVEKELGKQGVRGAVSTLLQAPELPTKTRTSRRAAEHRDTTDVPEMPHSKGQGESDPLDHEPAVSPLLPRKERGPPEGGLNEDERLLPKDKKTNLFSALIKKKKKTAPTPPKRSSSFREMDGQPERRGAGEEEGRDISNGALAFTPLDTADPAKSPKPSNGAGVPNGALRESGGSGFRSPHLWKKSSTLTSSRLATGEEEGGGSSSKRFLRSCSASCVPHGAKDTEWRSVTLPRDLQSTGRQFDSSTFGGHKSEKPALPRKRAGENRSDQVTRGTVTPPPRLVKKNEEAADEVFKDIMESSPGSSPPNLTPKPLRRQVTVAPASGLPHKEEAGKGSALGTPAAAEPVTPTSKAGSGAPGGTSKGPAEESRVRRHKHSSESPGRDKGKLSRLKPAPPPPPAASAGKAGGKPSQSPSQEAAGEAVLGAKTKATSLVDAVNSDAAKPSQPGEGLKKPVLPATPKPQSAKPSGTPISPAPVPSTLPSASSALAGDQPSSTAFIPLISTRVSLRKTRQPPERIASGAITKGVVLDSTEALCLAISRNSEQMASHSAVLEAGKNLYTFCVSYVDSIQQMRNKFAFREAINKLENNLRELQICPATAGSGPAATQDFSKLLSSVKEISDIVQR
Target sequence (Q13671 whole entry, looked up): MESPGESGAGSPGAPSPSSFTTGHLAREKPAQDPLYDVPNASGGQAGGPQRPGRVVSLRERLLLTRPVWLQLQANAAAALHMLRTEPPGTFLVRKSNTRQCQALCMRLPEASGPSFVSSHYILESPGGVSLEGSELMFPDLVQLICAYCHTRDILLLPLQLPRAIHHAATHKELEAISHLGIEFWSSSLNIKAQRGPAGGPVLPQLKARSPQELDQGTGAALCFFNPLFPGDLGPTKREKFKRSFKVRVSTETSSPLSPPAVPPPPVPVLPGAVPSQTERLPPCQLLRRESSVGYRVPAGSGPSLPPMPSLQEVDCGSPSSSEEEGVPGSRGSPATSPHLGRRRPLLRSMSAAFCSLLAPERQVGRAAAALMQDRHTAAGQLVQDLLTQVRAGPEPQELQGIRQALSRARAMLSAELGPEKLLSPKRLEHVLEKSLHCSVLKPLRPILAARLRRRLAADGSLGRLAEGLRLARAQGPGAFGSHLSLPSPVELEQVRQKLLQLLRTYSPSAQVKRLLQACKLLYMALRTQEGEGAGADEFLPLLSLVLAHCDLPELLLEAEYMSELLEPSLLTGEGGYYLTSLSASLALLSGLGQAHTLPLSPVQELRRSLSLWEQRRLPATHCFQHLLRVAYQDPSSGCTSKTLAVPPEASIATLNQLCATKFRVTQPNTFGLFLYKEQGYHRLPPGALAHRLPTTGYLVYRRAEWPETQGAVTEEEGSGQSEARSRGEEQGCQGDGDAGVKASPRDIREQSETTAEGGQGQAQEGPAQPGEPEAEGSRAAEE
MLLE-PAM2 inh: inhibitors of PABP1 MLLE–PAM2 peptide binding, primary screen, biochemical, fluorescence polarization, FITC-PAM2, GST-MLLE | inhibition, % at 20 µM | actives 0.36% (n = 360,000); in the data active = inhibition above about 35%, passing the limit was not always enough;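 also: plate controls were DMSO wells with GST-MLLE for no effect and wells lacking GST-MLLE protein for full effect; some results filed as inactive read as strong as hits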
* = called active by the depositor; i = inactive; · = no result given.

no.	Compound	CSN inh	MsrA act	E coli Lon inh	FAS-TE inh	MT1-MMP act inh	MsrA inh	Rpn11 block	Rin1-Abl PPI inh	MLLE-PAM2 inh
1	NC(=O)c1nsc(C(=O)N(c2ccccc2)C(C(=O)NCC2CCCO2)c2ccc(F)cc2)c1N (stereo not given)	0	1	-3	-10	-2	0.6	i	1	5
2	O=C(c1cccs1)n1nc(-c2cccnc2)nc1NCc1ccco1	0	-6	-3	16	0	-1.1	i	-7	-3
3	CCOC(=O)C1=CCN(S(=O)(=O)c2cccc(Cl)c2)C1c1cccc(F)c1 (stereo not given)	-2	-8	14	30	2	0.3	i	1	-12
4	Nc1ccccc1-n1nc2ccc3ccccc3c2n1	0	-1	-2	26	0	0.4	i	0	-3
5	C=CC[C@@H](CC(=O)N(CCO)Cc1ccccc1)C(=O)NC[C@H](OC(=O)[C@@H](CC=C)Cc1ccc(F)cc1)c1ccccc1	-2	3	-3	24	-35	-0.6	i	3	-10
6	Cc1nnc(SCC(=O)N2CCN(c3ccccc3F)CC2)n1C1CC1	-11	-3	9	-6	1	0.2	i	2	2
7	COc1ccc(-c2oc3ncn(Cc4ccco4)c(=N)c3c2-c2ccc(OC)cc2)cc1	-1	-4	4	12	-3	0.1	i	1	5
8	N#Cc1nc(COc2ccccc2F)oc1NCCc1ccccc1	4	0	2	28	-5	-0.9	i	-3	4
9	COc1ccc(CNC(=O)C[C@H]2C(=O)N(CCc3ccccc3)C[C@@H]2Cc2ccccc2)cc1	6	-2	-1	7	5	0.9	i	5	-13
10	CN(C)S(=O)(=O)NCCNc1ccc(C(F)(F)F)cc1[N+](=O)[O-]	6	-8	-5	-3	8	-0.5	i	-2	2
11	CC(=O)Nc1cccc(C(=O)OC2CCOC2=O)c1 (stereo not given)	-2	-1	1	-7	0	0.6	i	-1	3
12	CN1CCN(c2ccc(S(=O)(=O)N3CCCCC3)cc2NC(=O)Cc2ccc(Cl)cc2)CC1	-3	0	3	-2	5	-0.4	i	1	3
13	CCOC(=O)C1=CCC(c2cccc3ccccc23)N(S(=O)(=O)c2ccc(C)cc2)C1 (stereo not given)	-4	-3	4	31	-2	1.3	i	0	0
14	Cc1cc(-c2nnc(SCC(=O)Nc3ccc(Br)cc3F)n2N)n[nH]1	-3	-3	-4	-3	3	-1.1	i	2	-8
15	CCCN1CCN(CC(=O)Nc2nnc(CC)s2)CC1	3	0	-1	-4	0	-0.3	i	1	0
16	O=C(O)C1C2CCC(O2)C1C(=O)Nc1ccc(F)c(Cl)c1 (stereo not given)	1	-3	-12	-10	1	-0.3	i	1	-1
17	Cc1onc(-c2ccccc2)c1-c1nnc(COC(=O)c2ccc(N(C)C)cc2)o1	4	0	0	18	3	1.6	i	-3	7
18	CC(=O)Oc1ccc(N(C(C)=O)S(=O)(=O)c2ccc3ccccc3c2)cc1Br	3	-3	6	11	-4	0.9	i	2	-23
19	CCCCOC(=O)/C=C\C(=O)OCCCC	5	-4	-12	-3	-3	0.3	i	-1	-1
20	CCN(CC)S(=O)(=O)c1cccc(-c2nnc(SCC(N)=O)n2C)c1	-2	-6	-3	-6	4	-0.8	i	2	1
21	CCS(=O)(=O)c1ccc(N)cc1	-4	-1	-16	-6	1	0.4	i	1	2
22	CCN1CCN(CC(=O)NC2CCCCC2)C(=O)C1=O	1	-4	0	-10	-3	-0.9	i	2	-2
23	O=C(O)c1ccc(Nc2ccc(Cl)c(Cl)c2)c([N+](=O)[O-])c1	-9	-8	2	-2	4	1.6	i	-2	-4
24	CCOCc1c(C(=O)Nc2ccccc2N2CCN(C)CC2)oc2ccccc12	0	-2	2	4	-3	2.5	i	-3	10
25	COc1ccc(-c2cc(-c3ccccc3)n[nH]2)c(O)c1	-2	0	4	5	6	1.6	i	0	-8
26	COCCNC(=O)C1(C)CCCN(Cc2ccc(Cl)c(Cl)c2)C1 (stereo not given)	1	-5	-7	-9	-1	·	i	-1	-5
27	Cc1ccc(C(=O)NNC(=O)CSc2nnc(-c3ccncc3)n2-c2ccc(C)cc2)cc1	-1	1	7	-4	22	0.2	i	-3	-70
28	CN(Cc1ccccn1)C(=O)CC1C(=O)NCCN1Cc1cccc(Oc2ccccc2)c1 (stereo not given)	0	-11	-9	-2	7	-0.9	i	3	7
29	Cc1ccc(Nc2nnc(-c3ccc4c(c3)OCO4)o2)c(C)c1	0	-1	-1	5	4	-0.4	i	-3	27
30	COc1ccc(N(CC(=O)Nc2ccc(C)c(C)c2)C2=NC3CS(=O)(=O)CC3S2)cc1 (stereo not given)	-3	1	0	5	-2	0.4	i	-1	-5
31	CC(=O)NC(C)(c1ccccc1)c1nc(-c2cc(F)cc(F)c2)cs1 (stereo not given)	2	4	-5	4	0	-0.6	i	-1	18
32	CC(=O)N1CCN(CC(C)(C)NS(=O)(=O)c2ccc(C)cc2)CC1	3	-10	3	-6	-1	-0.5	i	2	-15

Some of the entries so far, in transposed form.
#21 CCS(=O)(=O)c1ccc(N)cc1
#22 CCN1CCN(CC(=O)NC2CCCCC2)C(=O)C1=O
#23 O=C(O)c1ccc(Nc2ccc(Cl)c(Cl)c2)c([N+](=O)[O-])c1
#24 CCOCc1c(C(=O)Nc2ccccc2N2CCN(C)CC2)oc2ccccc12
#25 COc1ccc(-c2cc(-c3ccccc3)n[nH]2)c(O)c1
#26 COCCNC(=O)C1(C)CCCN(Cc2ccc(Cl)c(Cl)c2)C1 (stereo not given)
#27 Cc1ccc(C(=O)NNC(=O)CSc2nnc(-c3ccncc3)n2-c2ccc(C)cc2)cc1
#28 CN(Cc1ccccn1)C(=O)CC1C(=O)NCCN1Cc1cccc(Oc2ccccc2)c1 (stereo not given)

| screen / no. | 21 | 22 | 23 | 24 | 25 | 26 | 27 | 28 |
| --- | --- | --- | --- | --- | --- | --- | --- | --- |
| CSN inh | -4 | 1 | -9 | 0 | -2 | 1 | -1 | 0 |
| MsrA act | -1 | -4 | -8 | -2 | 0 | -5 | 1 | -11 |
| E coli Lon inh | -16 | 0 | 2 | 2 | 4 | -7 | 7 | -9 |
| FAS-TE inh | -6 | -10 | -2 | 4 | 5 | -9 | -4 | -2 |
| MT1-MMP act inh | 1 | -3 | 4 | -3 | 6 | -1 | 22 | 7 |
| MsrA inh | 0.4 | -0.9 | 1.6 | 2.5 | 1.6 | · | 0.2 | -0.9 |
| Rpn11 block | i | i | i | i | i | i | i | i |
| Rin1-Abl PPI inh | 1 | 2 | -2 | -3 | 0 | -1 | -3 | 3 |
| MLLE-PAM2 inh | 2 | -2 | -4 | 10 | -8 | -5 | -70 | 7 |

#29 Cc1ccc(Nc2nnc(-c3ccc4c(c3)OCO4)o2)c(C)c1

| screen / no. | 29 |
| --- | --- |
| CSN inh | 0 |
| MsrA act | -1 |
| E coli Lon inh | -1 |
| FAS-TE inh | 5 |
| MT1-MMP act inh | 4 |
| MsrA inh | -0.4 |
| Rpn11 block | i |
| Rin1-Abl PPI inh | -3 |
| MLLE-PAM2 inh | 27 |

Other results follow:
no.	Compound	CSN inh	MsrA act	E coli Lon inh	FAS-TE inh	MT1-MMP act inh	MsrA inh	Rpn11 block	Rin1-Abl PPI inh	MLLE-PAM2 inh
33	CC1CCN(CCc2nc3cc(NC(=O)COc4ccc(Cl)cc4)ccc3n2C)CC1	0	-10	-1	-3	5	0.9	i	1	-18
34	Cc1nn(CC(=O)NCc2ccccc2)c(=O)c2ccccc12	0	-2	8	-2	4	-0.5	i	-1	-1
35	O=C(Nc1cccc(S(=O)(=O)N2CCOCC2)c1)C1CC1	-1	-1	-2	-3	-3	-0.6	i	4	8
36	Cn1c(CNS(=O)(=O)c2ccc(Cl)cc2)n[nH]c1=S	1	1	-3	-7	3	0.0	i	-2	13
37	Nc1cc2c(cc1[N+](=O)[O-])OCCOCCOCCO2	4	-9	-9	-1	6	1.5	i	-6	-9
38	O=C(c1ccc2ncsc2c1)N1CCN(c2cccc(C(F)(F)F)c2)CC1	-1	4	5	3	-7	0.8	i	1	-2
39	Cc1ccc(OC(=O)c2ccc([N+](=O)[O-])cc2Cl)cn1	0	-4	5	2	-2	3.3	i	0	1
40	CCc1nnc(NC(=O)CSc2nnc(CNC(=O)c3ccccc3F)n2C)s1	-3	-3	10	-4	2	-0.7	i	1	-10
41	CC(C)(C)C(=O)Cn1ncc(Br)c(Br)c1=O	2	4	-2	7	-7	1.3	i	-2	-10
42	CC(=O)Nc1ccc(S(=O)(=O)NCCSCc2cccc(Cl)c2)cc1	-2	-2	-3	0	5	0.9	i	-3	-9
43	CCc1ccc(-c2nc(CSCC(=O)N3CCN(c4ncccn4)CC3)c(C)o2)cc1	3	-1	-9	5	0	-1.2	i	4	6
44	CCOC(=O)C1=C(C)OC(N)=C(C#N)C1c1cncc(-c2ccc(F)cc2)c1 (stereo not given)	2	-7	-16	9	-6	-0.2	i	1	-22
45	CC1(C)Cc2cccc(OCC(=O)N3CCN(c4cccc(Cl)c4)CC3)c2O1	1	-2	8	20	3	-0.1	i	-1	4
46	O=C(Nc1cc(S(=O)(=O)N2CCCC2)ccc1OCC(F)(F)F)c1ccc(F)cc1	0	0	0	-3	-1	-0.5	i	0	4
47	Cc1ccc(S(=O)(=O)CCC(=O)OCC(=O)NCC(=O)Nc2cccc(C)c2C)cc1	-6	-1	-7	-1	-1	-0.8	i	0	-13
48	O=C(CN(C1CCCCC1)S(=O)(=O)c1ccc(F)cc1)Nc1ccc2c(c1)OCO2	-1	0	6	23	0	0.1	i	0	-2
49	S=c1[nH]nc(Cn2cnc3ccccc32)n1-c1ccccc1	-2	1	-2	-6	4	0.0	i	4	-23
50	O=C(O)CCC(=O)NNC(=O)CCC(=O)Nc1ccccc1	-10	-4	-4	-5	6	-0.6	i	3	-22
51	COC(=O)c1sc(S(=O)(=O)N2CCC(C(=O)O)CC2)c(C(=O)OC)c1C	0	-8	2	-10	4	0.7	i	6	-1
52	N#CC(C#N)=CN=c1ccn(Cc2ccc(Cl)cc2Cl)cc1	0	-1	-5	2	-14	0.2	i	-2	22
53	Cc1cnc(C(=O)NC(Cc2ccccc2)c2ccccc2)cn1 (stereo not given)	-6	-3	1	1	-1	-0.1	i	-1	-1
54	O=C(Nc1nc(-c2ccc3c(c2)OCO3)cs1)c1ccncc1	-3	3	7	-2	6	0.8	i	-1	11
55	Cn1c(C2CCCN2C(=O)OC(C)(C)C)n[nH]c1=S (stereo not given)	0	-9	7	-20	2	-0.4	i	0	6
56	O=C(Nc1ccccc1)C(=O)Nc1ccc2c(c1)N(C(=O)C1CC1)CCC2	2	-11	1	12	·	-0.4	i	1	-6
57	COc1cc(Cn2c(=O)c3c(OC)c(C)cnc3n(C)c2=O)cc(OC)c1	-2	-6	-4	11	0	-0.3	i	7	-8
58	CN1CCC(N(C)S(=O)(=O)c2ccc(C(C)(C)C)cc2)CC1	4	-8	6	-5	0	-0.4	i	-2	0
